Assay outcomes deposited in PubChem by several laboratories.
eIF4E-4G inh – inhibitors of eIF4E and eIF4G interaction in translation initiation. 0.37% of 220,000 active. TR-FRET eIF4E-eIF4GI(517-606) binding, 2 h. inhibition, % at 21.7 µM. P63073+Q04637. AID 782;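 active = inhibition above about 30%, limit read from the data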;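 also: 0% = full FRET control wells and 100% = background wells lacking eIF4GI fragment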
PGE2 EP2 inh – inhibitors of human EP2 prostaglandin E2 receptor; inhibition, % at 25 µM; C6 glioma cells expressing human EP2, cAMP TR-FRET; cells stimulated with saturating PGE2; P43116; 0.52% of 260,000 active;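 active = percent inhibition above 40 after rounding to a whole number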;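 also: rat C6 glioma host cells with rolipram phosphodiesterase inhibitor present; the protocol text gives 20 µM as final concentration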
Target sequence (P43116 whole entry, looked up): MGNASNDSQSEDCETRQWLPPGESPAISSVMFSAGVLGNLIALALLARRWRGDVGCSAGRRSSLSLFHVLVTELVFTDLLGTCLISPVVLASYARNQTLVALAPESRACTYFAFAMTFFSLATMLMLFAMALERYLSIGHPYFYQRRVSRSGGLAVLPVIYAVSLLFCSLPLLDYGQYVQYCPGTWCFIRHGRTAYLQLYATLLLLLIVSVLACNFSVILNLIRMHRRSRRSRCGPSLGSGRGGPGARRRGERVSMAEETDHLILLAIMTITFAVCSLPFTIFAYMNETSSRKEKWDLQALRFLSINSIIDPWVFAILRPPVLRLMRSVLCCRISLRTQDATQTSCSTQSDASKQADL
m-calpain inh – inhibitors of pig calpain II; purified calpain II, fluorogenic peptide substrate, 30 min; inhibition, % at 16 µM; 0.37% of 220,000 active;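 active = inhibition above about 50%, limit read from the data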
14-3-3 Bad PPI – disrupts binding of bovine 14-3-3 zeta to phospho-Bad peptide. inhibition, % at 21.7 µM. 0.71% of 220,000 active. P63103. AID 781. TR-FRET 14-3-3zeta/Dy647-pBad peptide displacement, 1 h;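 active = inhibition above about 70%, limit read from the data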;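 also: 0% = full 14-3-3 plus peptide FRET controls and 100% = background without 14-3-3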
Target sequence (P63103 whole entry, looked up): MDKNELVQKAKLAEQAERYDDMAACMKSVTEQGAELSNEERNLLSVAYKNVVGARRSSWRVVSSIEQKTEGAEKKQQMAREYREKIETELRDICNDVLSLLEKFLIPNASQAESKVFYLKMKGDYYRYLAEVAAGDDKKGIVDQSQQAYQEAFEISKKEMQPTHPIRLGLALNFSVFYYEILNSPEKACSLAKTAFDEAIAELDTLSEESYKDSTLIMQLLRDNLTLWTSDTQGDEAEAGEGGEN
EP2 mod – modulates human prostaglandin E2 receptor EP2 signaling. AID 940. P43116. induction, % at 25 µM. EP2-expressing cells, cAMP HTRF FRET, PGE2 co-stimulation. 0.83% of 260,000 active;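 active = compounds whose cAMP rise, as percent of the full-agonist control response, exceeds 60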;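 also: rat C6 glioma line stably carrying human EP2 under a CMV promoter; the protocol text gives 20 µM as final concentration; 100% = response of wells given 1 µM PGE2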
L929 necroptosis – blocks zVAD induced death of L929 cells. L929 zVAD necroptosis rescue, ATP luminescence, 24 h; with zVAD 60 µM. viability rescue, % at 10 µM. 0.38% of 220,000 active. AID 1377;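 active = activation, scaled between plate controls, above about 75%, limit read from the data; inactive = activation under that limit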;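 also: 0% = zVAD with DMSO and 100% = DMSO alone without zVAD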
Tb hexokinase – blocks Trypanosoma brucei hexokinase 1 activity; 0.11% of 220,000 active; inhibition, % at 10 µM; recombinant TbHK1, G6PDH-coupled NADH A340; AID 1430;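 active = inhibition of 50% or more in the single-dose primary screen; inactive = inhibition below 50%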
Hck-Nef inh – blocks Nef-activated human Hck kinase; AID 463187; P08631; inhibition, % at 20 µM; Recombinant Hck-YEEI plus Nef, Z-Lyte FRET kinase assay; 0.68% of 220,000 active;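 active = Hck-Nef kinase inhibition above about 50%, limit read from the data; inactive = inhibition below that limit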;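 also: 0% = DMSO with Hck plus Nef and 100% = Hck alone without Nef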
Rad51 HR inh – Rad51 (human) homologous recombination inhibition; hRad51 DNA strand exchange, fluorescence dequenching; 0.085% of 200,000 active; Q06609; AID 1385; inhibition, % at 10 µM;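 active = inhibition above 40% at the single screening dose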;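 also: 0% = DMSO control wells and 100% = blanks with heterologous ssDNA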
Target sequence (Q06609 whole entry, looked up): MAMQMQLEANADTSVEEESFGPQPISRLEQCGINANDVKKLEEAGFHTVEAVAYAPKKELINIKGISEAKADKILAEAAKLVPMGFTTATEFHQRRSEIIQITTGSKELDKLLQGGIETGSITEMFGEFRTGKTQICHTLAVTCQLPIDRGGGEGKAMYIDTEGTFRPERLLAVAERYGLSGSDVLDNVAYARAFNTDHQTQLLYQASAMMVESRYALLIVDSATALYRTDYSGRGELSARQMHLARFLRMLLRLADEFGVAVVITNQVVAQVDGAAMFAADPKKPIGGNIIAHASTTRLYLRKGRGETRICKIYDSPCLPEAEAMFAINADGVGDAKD
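Test system – preformed human Rad51 ssDNA filaments · Reagent – Donor/quencher-labelled 47-bp dsDNA substrate · Incubation – 37 °C 15-min filament assembly, 30-min compound preincubation, 15-min exchange · Signal – FRET fluorescence dequenching, excitation 485 nm, emission 520 nm · Read-out – percent inhibition from fluorescence, normalised to plate control and blank means · Benchmarks – plate control and blank wells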
Starred values were filed as active, the others as inactive; i = inactive; · = not tested or not shown; & = joins results of further samples; [ ] = another dose, or the depositor's remark. The list is partial (hit frequency here may not be typical).

SMILES | eIF4E-4G inh | PGE2 EP2 inh | m-calpain inh | 14-3-3 Bad PPI | EP2 mod | L929 necroptosis | Tb hexokinase | Hck-Nef inh | Rad51 HR inh
COC(=O)C1SCC2C(=O)N(Cc3ccc(Cl)cc3)CC(=O)N21 (stereo not given) | 1 | 2 | 24 | 5 | 8 | -0.2 | 11 | 5 | -10
O=C(COc1ccc(S(=O)(=O)N2CCCCC2)cc1)N1CCCCCC1 | 3 | 17 | -4 | 12 | 9 | 0.3 | -1 | 0 | 6
CCS(=O)(=O)Nc1cc(OC)c(OC)cc1Cc1nccc2cc(OC)c(OC)cc12 | -7 | 7 | 20 | -2 | 22 | -0.6 | -2 | 16 | -6
Cc1ccc(-c2nnn(CC(=O)NCCc3ccc4c(c3)OCO4)n2)o1 | 7 | 16&12 | -7 | 3 | 11&-64 | 0.2 | 1 | 0 | 2
O=C(NCc1cccnc1)C1CCC(CNS(=O)(=O)c2ccc(Cl)cc2)CC1 (stereo not given) | 5 | 9 | 55* | -9 | 26 | 1.2 | -6 | 21 | 25
Cc1csc(NC(=O)c2cc(-c3ccncc3)nc3ccccc23)n1 | 3 | 8 | -31 | 1 | -21 | 3.0 | -9 | -10 | 0
COc1ccc(/C=C/c2nc3cc(-c4ccccc4)ccc3o2)cc1O | 3 | 7 | 6 | -8 | -27 | 1.7 | -32 | 15 | -3
Cc1ccc2cc(CN(CC3CCCO3)S(=O)(=O)c3c(C)ccc4nsnc34)c(=O)[nH]c2c1 (stereo not given) | 0 | 5&6 | -7 | 10 | 21&-10 | 1.8 | -18 | 4 | 0
COc1ccc(Br)cc1S(=O)(=O)N1CC(C)OC(C)C1 (stereo not given) | 0[fluorescence artefact?] | 6 | -10 | -1[fluorescence artefact?] | 26 | -0.9 | -6 | 6 | 3
CCCn1c(=O)[nH]c(=O)c2c1nc(-c1ccc(OC(F)(F)C(F)C(F)(F)F)cc1)n2CCOC (stereo not given) | 4 | -1 | -51 | 5 | 15 | -0.5 | -7 | -1 | -2
O=C(CNC(=O)c1ccc(Br)o1)NCc1ccc2c(c1)OCO2 | 7 | 6 | 2 | -2 | -4 | 0.2 | 5 | -2 | 1
COc1ccccc1NC(=O)Nc1ccnn1C1CCCCC1 | -6[fluorescence artefact?] | 7 | -22 | 4 | 25 | 1.7 | -2 | 3 | -8
CC(=O)c1c(C)nc2ccccn12 | -11 | · | -38 | 1 | 25 | 0.9 | 0 | 1 | ·
Cc1ccc2nc(-c3ccc(NC(=O)CCN4C(=O)c5ccccc5C4=O)cc3)sc2c1 | 0 | 6 | -128 | 40[fluorescence artefact?] | 14 | 1.7 | -21 | 4 | -9
CCOC(=O)C1=C(c2ccccc2)NC(=S)NC1c1ccc(Cl)c([N+](=O)[O-])c1 (stereo not given) | 2 | 8 | -54 | -14 | 33 | 0.5 | 10 | 4 | -1
O=C(NCCOc1ccccc1Cl)c1cc(F)c(F)cc1Cl | -7 | 6 | 0 | 6[fluorescence artefact?] | -15 | 0.3 | 1 | 1 | -2
O=C(C(=O)N1CC=C(c2ccccc2)CC1)c1c[nH]c2ccccc12 | 5 | 14 | 8 | 0 | -17 | 2.2 | -6 | 3 | -8
O=c1c2ccccc2nc(-c2ccc(F)cc2)n1NCc1ccccc1O | -1 | 6 | -10 | -7 | 10 | 1.3 | 7 | 30 | 4
CC1CCCCC1NC(=O)COC(=O)c1ccc2ccccc2n1 (stereo not given) | 5 | 8 | -31 | -8 | 28 | 5.6 | -3 | 23 | 21
CCOC(=O)C1C(=O)C=C(c2ccc(C)cc2)CC1c1cccc([N+](=O)[O-])c1 (stereo not given) | 5 | 3 | 17 | -22 | 32 | -0.4 | 2 | 0 | -2
Cc1cccn2c(N)c(-c3ccccc3)nc12 | -6[fluorescence artefact?] | 8 | i | -16 | -46 | 0.1 | -12 | 8 | -8
O=C(COc1cc(Cl)c(Cl)cc1Cl)NC(=O)Nc1ccc2c(c1)OCCO2 | -8 | 9 | 14 | 5[fluorescence artefact?] | -10 | 1.4 | 10 | 3 | -3
CN(c1ccccc1)S(=O)(=O)c1cccc(C(=O)Nc2nn[nH]n2)c1 | 3 | 12 | 11 | 2 | -37 | 1.9 | -5 | 3 | -13
CCCc1nc2ccccc2c(=O)n1-c1ccc(C(=O)OCC)cc1 | -3 | 3 | 36 | 1 | 10 | -0.4 | 4 | 12 | -7
O=S(=O)(Nc1ccc(-c2nc3cccnc3s2)cc1)c1cccs1 | 10 | 9 | -474 | 12 | -20 | 0.8 | -60 | 116* | 2
CCC(=O)NNc1cccc(Cl)n1 | 5 | · | -10 | 1 | -8 | 0.0 | -2 | 1 | ·
CCOC(=O)C(NC(=O)c1ccc(OC)cc1)(Nc1cc(C)on1)C(F)(F)F (stereo not given) | 0 | 19 | -14 | 1[fluorescence artefact?] | -2 | -0.1 | -7 | 0 | -1
CCCCSc1nnc(NC(=O)CCc2ccccc2)s1 | -4 | 12 | 20 | -3 | -14 | 0.3 | -6 | 2 | -2
CCCCNc1cc(=O)n(C)c(=O)[nH]1 | -5 | 6 | -3 | 5 | -4 | 1.0 | -5 | 5 | 3
CCN1CCN(c2nc(Nc3ccc(OC)cc3)nc(N)c2[N+](=O)[O-])CC1 | -1 | 12 | 3 | -7 | -7 | 0.3 | -17 | 16 | 5
Cc1[nH]n(C(N)=S)c(=O)c1N=Nc1cc(-c2ccc(Br)cc2)[nH]n1 | -4 | 4 | 31 | -8 | -11 | 3.5 | -3 | 24 | 1
COc1ccccc1C(=O)NNC(=O)c1cccc([N+](=O)[O-])c1 | 1 | 6 | -11 | -5 | 16 | -0.4 | -8 | 21 | 4
O=C(CSc1nc(O)c(-c2ccccc2)c(=O)[nH]1)N1CCOCC1 | 3 | 9&6 | -14 | -9 | 7&14 | 2.5 | 0 | 20 | ·
Nc1ccc(S(=O)(=O)Nc2ccccn2)cc1 | 4 | 20&13 | 8 | -13[fluorescence artefact?] | 5&-10 | 2.8 | -4 | -4 | -8
CCc1c(C(=O)O)[nH]c2ccc(Br)cc12 | -6 | 4 | 10 | 13 | -7 | 0.0 | 10 | 2 | -4
FC(F)Oc1ccc(NC(=S)NCC2COc3ccccc3O2)cc1 (stereo not given) | 9 | 11 | 3 | -2[fluorescence artefact?] | -98 | -0.1 | 7 | 2 | 1

Not a retest: an excerpt of the list.
SMILES | eIF4E-4G inh | PGE2 EP2 inh | m-calpain inh | 14-3-3 Bad PPI | EP2 mod | L929 necroptosis | Tb hexokinase | Hck-Nef inh | Rad51 HR inh
O=C(CSc1nc(O)c(-c2ccccc2)c(=O)[nH]1)N1CCOCC1 | 3 | 9&6 | -14 | -9 | 7&14 | 2.5 | 0 | 20 | ·
Nc1ccc(S(=O)(=O)Nc2ccccn2)cc1 | 4 | 20&13 | 8 | -13[fluorescence artefact?] | 5&-10 | 2.8 | -4 | -4 | -8
CCc1c(C(=O)O)[nH]c2ccc(Br)cc12 | -6 | 4 | 10 | 13 | -7 | 0.0 | 10 | 2 | -4
FC(F)Oc1ccc(NC(=S)NCC2COc3ccccc3O2)cc1 (stereo not given) | 9 | 11 | 3 | -2[fluorescence artefact?] | -98 | -0.1 | 7 | 2 | 1

Continuation.
SMILES | eIF4E-4G inh | PGE2 EP2 inh | m-calpain inh | 14-3-3 Bad PPI | EP2 mod | L929 necroptosis | Tb hexokinase | Hck-Nef inh | Rad51 HR inh
Cc1ccc(CSC(Nc2ccc(F)cc2)=C(C#N)C#N)cc1 | 2 | 8 | -26 | 0 | 9 | · | -2 | 4 | -20
COc1ccc2c(c1)O[C@@H](c1cccc(C(F)(F)F)c1)[C@H](OC(=O)Nc1ccc(OC(F)F)cc1)C2=O | 6 | 9 | -22 | -8 | 4 | 9.9 | -1 | -2 | -1
Cn1cc(S(=O)(=O)N2CCN(c3cccc(C(F)(F)F)c3)CC2)c(=O)n(C)c1=O | 2 | 10 | 2 | 2 | -11 | 0.9 | -2 | 0 | -1
CCCCCc1c(O)nc(SCCN(CC)CC)[nH]c1=O | -5 | 2 | -16 | -4 | 14 | 0.8 | -2 | 20 | 2
CCOc1ccc(S(=O)(=O)NCCC2=CCCCC2)c2ccccc12 | 3[fluorescence artefact?] | 7 | 18 | -1 | 46 | 0.2 | 17 | 1 | ·
COc1ccc(CCC(=O)Nc2nc3ccccc3[nH]2)cc1OC | -5 | 10 | -17 | 2 | -29 | -0.3 | -7 | -2 | 0
CCN1CCN(CCC(=O)Nc2ccc(Br)cc2)CC1 | -3 | 4 | 12 | -7 | -3 | -0.1 | 8 | 27 | 2
CSCCC(NC(=O)c1ccccc1)C(=O)NCc1ccco1 (stereo not given) | 1[fluorescence artefact?] | -1 | 3 | -5[fluorescence artefact?] | -2 | -0.5 | 3 | 9 | 8
O=C(CSc1nn(-c2ccc(F)cc2)c(=S)s1)NC1CCS(=O)(=O)C1 (stereo not given) | -1 | 9 | -19 | -3 | 19 | 1.1 | -19 | -5 | 10
CCCn1c(N)c(NCCN2CCOCC2)c(=O)n(CC(=O)NCc2ccccc2)c1=O | -3 | 11 | -3 | -8 | -2 | 1.2 | -3 | 12 | -3
CCCc1[nH]nc2c1C(c1ccccc1OC)C(C#N)=C(N)O2 (stereo not given) | -1 | 5 | -10 | 0 | 38 | 0.6 | 10 | 0 | -3
COc1ccc(NS(=O)(=O)c2cc(NC(=O)c3ccc(C)s3)ccc2N2CCOCC2)cc1 | 2 | 3 | -19 | -2 | -52 | 1.5 | -19 | -28 | -15
c1ccn2c(c1)nc1c2nc2ccccn21 | 5[fluorescence artefact?] | 14 | -417 | 15[fluorescence artefact?] | -16 | 3.1 | -13 | 66* | -1
O=C1OCC2=C1C(c1ccccc1)CC(=O)N2c1cccc(F)c1 (stereo not given) | -1 | 5 | -4 | -10 | -17 | 0.2 | 0 | 2 | 25
O=C(Nc1cccnc1)c1ccc(-c2ccccc2)cc1 | 3 | 5 | 25 | 5 | -45 | 3.6 | 1 | -4 | 5
Cc1nc2nc[nH]n2c(=O)c1NS(C)(=O)=O | 6 | 15 | 19 | 2 | 15 | 2.8 | -1 | -1 | -3
CCOC(=O)c1c(CC(C)C)csc1NC(=O)CCl | 3[fluorescence artefact?] | · | 11 | -9 | 74* | 1.0 | 7 | -19 | ·
COc1ccc(F)c(-c2nc(CN3CCC(c4ccccc4)CC3)c(C)o2)c1 | 1 | 3 | 17 | -5 | -48 | 0.2 | 7 | 20 | ·
CC(C)n1c(NCc2cccs2)nc2ccccc21 | -1 | 4 | -8 | 2 | 4 | 0.1 | 4 | 2 | -3
COc1ccc(/C=N/NC(=O)c2ccc(O)cc2)cc1CN1CCCc2ccccc21 | 1 | 21 | -91 | -18 | -6 | 0.6 | -25 | 0 | -15
CCC(=O)N1CCN(c2ccc(Cl)cc2NC(=O)c2cccc([N+](=O)[O-])c2)CC1 | -3 | 9 | 31 | -13 | -7 | -0.3 | 2 | 21 | -3
COc1ccc(N2CCN(c3nc4ccccn4c(=O)c3C=O)CC2)cc1 | -1 | 1 | 10 | -2 | -1 | 0.2 | -15 | 0 | ·
Cc1cc(C)nc(N(C#N)S(=O)(=O)c2ccc(Br)cc2)n1 | 4[fluorescence artefact?] | · | -26 | 29[fluorescence artefact?] | 14 | -0.6 | -4 | -21 | ·
COc1ccc(N2CCN(C(=O)c3ccc4nc(N5CCCCC5)sc4c3)CC2)cc1 | 2 | 3 | 2 | 1 | -12 | 2.7 | -2 | -2 | -3
COc1ccc(Br)c(C(=O)Nn2c(C)nc3ccccc3c2=O)c1 | 5 | 10 | -21 | 3 | -2 | 0.1 | 1 | 2 | -2
